Bioassay records (PubChem)
IDE inh – inhibitors of human insulin-degrading enzyme in cells. P14735. inhibition, % at 5.59 µM. actives 0.41% (n = 320,000). HEK cells, FAbetaB cleavage, fluorescence polarization;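 active = percent inhibition above the average of all tested compounds plus 3 SD, set per screening campaign, cut at about 16% in these data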;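 note: IDE supplied by intact live HEK cells; FP after avidin binding of uncleaved biotin substrate so inhibition keeps polarization high; 0% = DMSO wells and 100% = 60 µM reference IDE inhibitor Ii1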
GalR3 antag – human GalR3 antagonism | O60755 | HEK293 GalR3-CNG cAMP membrane potential fluorescence; galR3 body fused to GalR1 C-terminus | inhibition, % at 3 µM | actives 0.44% (n = 360,000);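 active = inhibition above the screen-wide average plus 3 SD, cut at about 13% in these data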;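 note: forskolin and galanin both at EC90 stimulate the cells; cAMP rise reported by CNG channel membrane potential dye signal; 0% = forskolin plus galanin with DMSO and 100% = forskolin alone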
Target sequence (O60755 1-299 limits assumed): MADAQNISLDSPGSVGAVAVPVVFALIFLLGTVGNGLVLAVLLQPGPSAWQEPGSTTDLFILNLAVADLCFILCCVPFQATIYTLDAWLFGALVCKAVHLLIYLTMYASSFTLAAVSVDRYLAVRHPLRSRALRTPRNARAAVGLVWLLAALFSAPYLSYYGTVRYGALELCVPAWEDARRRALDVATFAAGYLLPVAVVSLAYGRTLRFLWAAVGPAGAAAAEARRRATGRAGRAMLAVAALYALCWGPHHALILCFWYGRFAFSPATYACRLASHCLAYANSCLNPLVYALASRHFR
VIM-2 inhibitor – inhibitors of Pseudomonas aeruginosa VIM-2 metallo-beta-lactamase; purified VIM-2, nitrocefin hydrolysis, epi-absorbance fluorescence; inhibition, % at 5.6 µM; actives 0.89% (n = 290,000); AID 1527;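 active = inhibition above the mean of all tested compounds plus 3 SD, cutoff set per screening run, cut at about 7.5% in these data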;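 note: red hydrolysis product quenches plate fluorescence so inhibitors raise well fluorescence; 0% = enzyme with DMSO and 100% = DMSO without enzyme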
HCV NS3 hel inh – inhibitors of Hepatitis C virus NS3 helicase; inhibition, % at 10.9 µM; AID 1800; NS3 helicase DNA unwinding, Cy5 molecular beacon fluorescence; actives 0.56% (n = 290,000);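 active = inhibition above the mean of all tested compounds plus 3 SD, set per campaign, cut at about 35% in these data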;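 note: 0% = DMSO wells and 100% = thioflavine S control wells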
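System: HCV NS3 helicase fragment; control set: DMSO and thioflavine S; technique: Cy5 fluorescence at 0 and 60 min, beacon hairpin quenching; reagent: beacon DNA duplex substrate plus ATP; replicates: singlicate; schedule: 1 h reaction at 25 °C, ATP-initiated; medium: MOPS buffer pH 6.5 with MgCl2, DTT, Tween20, BSA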
UBC9 SUMO inh – SUMOylation inhibition; actives 0.36% (n = 290,000); P63279; AID 2006; HTRF SUMOylation assay, SAE1/SAE2 + UBC9, in vitro; inhibition, % at 35 µM; in the data active = inhibition above about 50%, passing the limit was not always enough; note: strong numbers were not always called active
Target sequence (P63279 whole entry, looked up): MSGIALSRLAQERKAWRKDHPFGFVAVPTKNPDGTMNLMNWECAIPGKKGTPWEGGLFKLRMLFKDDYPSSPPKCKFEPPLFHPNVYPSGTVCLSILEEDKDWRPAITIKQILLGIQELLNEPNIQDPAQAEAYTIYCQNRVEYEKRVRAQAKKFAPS
p-CIP stab down – lowers stability of the mouse p/CIP coactivator protein; Q05BA5; F442A p/CIP-EGFP cells, EGFP fluorescence, 16 h; decrease of EGFP signal, % at 10 µM; actives 0.01% (n = 290,000);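 active = EGFP signal decrease of at least 30% at 10 µM or well 3 SD below plate mean, unless failing retest; inactive = the rest, including hits failing retest or dose response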; note: some compounds called inactive have numbers as strong as hits; many of its hits are not listed in these tables
CRFR2-BP antag – blocks CRF-induced signaling of the CRF-BP/CRF-R2 complex | HEK293 CRF-R2/CRF-BP, CRF-induced calcium fluorescence | inhibition, % at 11.8 µM | actives 0.59% (n = 350,000) | AID 588475;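 active = inhibition of the ligand-induced calcium signal above about 50% at the single tested concentration, limit read from the data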
IMP-1 inhibitor – blocks Pseudomonas aeruginosa IMP-1 metallo-beta-lactamase; purified IMP-1, nitrocefin hydrolysis, epi-absorbance fluorescence; inhibition, % at 5.6 µM; actives 0.45% (n = 290,000); AID 1556;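 active = inhibition above the mean plus 3 SD of all compounds in the same screening run, cut at about 4.5% in these data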;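 note: 0% = IMP-1 with DMSO and 100% = DMSO wells lacking enzyme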
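System: purified recombinant IMP-1 beta-lactamase. Medium: Zinc- and detergent-supplemented HEPES buffer, pH 7.1. Compound: one 5.6 µM dose […]. Schedule: 15 min preincubation plus 25 min reaction at 25 °C. Technique: Epi-absorbance fluorescence, 480 nm excitation, 530 nm emission.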
IDE cell activ – boosts human insulin-degrading enzyme activity in HEK cells; activation, % at 5.96 µM; actives 0.073% (n = 340,000); FAbeta-B cleavage, fluorescence polarization; 0% vehicle, 100% cell-free pure enzyme wells;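 active = activation above the mean of all tested compounds plus 3 SD, set per screening campaign, cut at about 17% in these data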
Numbers without * were called inactive; . = not tested or not shown. This is a random part of the collection; any-hit rate near 3.2%.

#	molecule	IDE inh	GalR3 antag	VIM-2 inhibitor	HCV NS3 hel inh	UBC9 SUMO inh
1	CNC(=S)NNC(=O)Cc1ccc(OC)cc1	-1	-3	-5.2	-8	7
2	Cn1ncc([N+](=O)[O-])c1C(=O)Nc1ccn(Cc2ccccc2F)n1	4	-6	-2.5	-1	-18
3	CCn1c(SCC(=O)c2ccc(Cl)cc2)nnc1-c1ccoc1C	1	-5	-1.2	8	7
4	O=C(CNC(=O)c1ccco1)OCC(=O)c1ccc(Br)cc1	1	-7	0.2	2	-13
5	COc1ccc(NC(=O)CN2CCC(n3c(C)nc4cc(F)ccc43)CC2)c(OC)c1	3	-4	-3.5	-6	11
6	O=C(CSC1=Nc2ccccc2C2=NC(c3ccccc3)C(=O)N12)NCC1CCCO1 (centres undefined)	3	.	-3.1	-2	-12
7	C=CCN1C=C2C(=O)C(C)(OC(=O)c3cnc4ccccc4n3)C(=O)C=C2C=C1/C=C/COC (centres undefined)	3	-3	.	.	.
8	O=C(CC1NCCNC1=O)OCc1ccccc1 (centres undefined)	0	-2	-6.3	-1	1
9	CCOC(=O)CNC(=O)CSc1nc2cccnc2n1CC	1	-1	-1.8	-4	13
10	Fc1cccc(NC(=S)NCCN2CCOCC2)c1	5	-3	-0.9	13	-2

#	p-CIP stab down	CRFR2-BP antag	IMP-1 inhibitor	IDE cell activ
1	-2	-11	-3.3	-4
2	-2	7	-3.0	-9
3	2	4	1.0	4
4	9	1	-0.5	4
5	-17	-31	-2.3	5
6	14	10	-3.4	3
7	.	6	.	0
8	-4	-7	-2.4	1
9	1	4	2.8	4
10	-2	-9	-1.9	4

Other entries:
#	molecule	IDE inh	GalR3 antag	VIM-2 inhibitor	HCV NS3 hel inh	UBC9 SUMO inh
11	Cc1ccccc1NC(=O)Cc1nc(COC(=O)CNS(=O)(=O)c2cccc(Br)c2)cs1	1	2	-1.1	-1	-3
12	Cc1ccc(/C(O)=C2\C(=O)C(=O)N(c3cc(C)on3)C2c2cccc(Cl)c2)cc1 (centres undefined)	4	-2	-0.7	21	16
13	Oc1cccc(C2c3[nH]c4ccccc4c3CCN2Cc2ccc3c(c2)CCO3)c1 (centres undefined)	-4	-6	-0.5	-25	-2
14	CCN(CC(=O)NCC1CCCO1)S(=O)(=O)c1ccc2ccccc2c1 (centres undefined)	1	-6	0.5	1	-1
15	COc1c(S(=O)(=O)N2CCN(C(=O)c3ccco3)CC2)ccc(Cl)c1Cl	0	-7	0.0	-14	-1
16	O=C(NCC1CCCO1)c1cc2ccccc2cc1O (centres undefined)	7	-2	.	.	.
17	O=C(O)c1ccc(OC2CSC2)cc1	8	-4	-1.1	6	2
18	NCCCCCc1cn([C@@H](CO)C(=O)NCCCCCCCCCCC(=O)N2CCNCC2)nn1	1	-6	.	.	.
19	COc1cc(/C(C)=N/NC(=O)c2ccc(CSc3nncn3C)cc2)cc(OC)c1OC	-8	-2	-2.6	-4	24
20	COc1cc(NC(=O)CSc2nnnn2-c2ccccc2)cc(OC)c1OC	-4	0	-3.7	1	-11

#	p-CIP stab down	CRFR2-BP antag	IMP-1 inhibitor	IDE cell activ
11	-10	-6	-1.2	5
12	-6	8	-2.9	3
13	-17	-2	-1.2	9
14	9	9	0.8	2
15	-5	0	1.2	1
16	.	1	.	1
17	-16	-5	-2.0	0
18	.	6	.	4
19	3	-2	-2.3	3
20	0	3	-2.3	-2

The list goes on.
#	molecule	IDE inh	GalR3 antag	VIM-2 inhibitor	HCV NS3 hel inh	UBC9 SUMO inh
21	O=c1c2ccccc2n2c(-c3cccc(Cl)c3)nnc2n1Cc1ccccc1	0	-5	-0.4	2	-10
22	Cc1ccc2c(c1)N(CC(=O)O)C(=O)CO2	0	-3	-1.1	-8	4
23	CC(/C=C/c1ccccc1)=N\Nc1nc2c(c(=O)[nH]c(=O)n2C)n1CCO	3	.	-4.2	8	-6
24	Oc1cc2c(cc1C(c1ccc(Cl)c(Cl)c1)N1CCCC1)OCO2 (centres undefined)	.	-5	1.0	9	-16
25	COCCNC(=O)Cn1cnc2c(cnn2-c2ccc(OC)cc2)c1=O	3	-9	0.1	1	2
26	CCN(CC)CCCn1c2c(c(SCC(=O)Nc3cccc(C)c3C)nc1=O)CCC2	0	-3	.	.	.
27	COc1ccccc1NC(=O)CCc1nnc2ccc(N3CCCCC3)nn12	0	-9	-2.5	-1	2
28	CCCN(CC(=O)Nc1ccccc1C)C(=O)CCCOc1ccc(Br)cc1	-4	-9	.	.	.
29	Cc1ccc(-n2[nH]c(C)c(/C=N/c3cccc(C)n3)c2=O)cc1	-2	8	-2.9	5	6
30	Nc1ncnc2c1ncn2[C@@H]1O[C@H](CO)[C@@H](O)[C@H]1O	0	112*	-1.2	0	-4

#	p-CIP stab down	CRFR2-BP antag	IMP-1 inhibitor	IDE cell activ
21	-3	-32	-3.2	1
22	-6	17	-2.5	2
23	-11	8	-5.1	.
24	-3	-38	-0.9	0
25	-5	7	-3.0	0
26	.	-15	.	7
27	0	6	-2.1	-4
28	.	1	.	2
29	0	8	-1.4	-2
30	0	6	-3.5	3

(further entries)
#	molecule	IDE inh	GalR3 antag	VIM-2 inhibitor	HCV NS3 hel inh	UBC9 SUMO inh
31	O=C(Nc1nnc(-c2cccs2)o1)c1ccc(S(=O)(=O)N2CCOCC2)cc1	5	-5	0.3	-3	6
32	CC(=O)C1C(c2ccc(Cl)cc2)c2c(n[nH]c2C)CC1(C)O (centres undefined)	10	-6	-2.8	16	-2
33	O=C(CCCC(=O)NC1CCCCC1)Nc1ccc([N+](=O)[O-])cc1	5	-5	2.0	8	-4
34	O=C(Nc1nc(-c2ccccc2)cs1)C1CCCCN1S(=O)(=O)c1ccccc1 (centres undefined)	10	-8	-3.2	-13	-20
35	CC(Nc1cc(C)cc(C)c1)=[N+](C)CCNS(=O)(=O)c1ccc(Cl)cc1	0	-4	-3.6	-29	-5
36	Cc1nn(C(=O)CCC(=O)NCCc2ccccc2)c2ccccc12	-1	-5	0.1	1	17
37	Cc1c(C(=O)OCC(=O)NCC2CCCO2)cccc1[N+](=O)[O-] (centres undefined)	0	0	-2.3	-3	14
38	Cc1ccccc1-n1c(SCc2c(C)noc2C)nnc1-c1cccnc1	10	-4	-1.3	-24	8
39	CCOC(=O)COc1c(Br)cc(/C=C2\SC(=O)N(CC(=O)N3CCCC3)C2=O)cc1OC	-5	-2	-3.6	-3	0
40	N#CC1=C2SCN(Cc3ccco3)CN2C(=O)CC1c1cccc2ccccc12 (centres undefined)	4	-2	1.6	25	-17

#	p-CIP stab down	CRFR2-BP antag	IMP-1 inhibitor	IDE cell activ
31	-23	-2	-1.6	1
32	-6	3	-2.8	-1
33	1	10	-2.1	6
34	46	-17	-1.7	-4
35	-8	-10	-3.0	3
36	-4	1	0.5	0
37	1	4	-3.3	4
38	-3	-8	-0.3	-19
39	-9	-8	-4.6	0
40	8	2	-3.0	-7

The list goes on:
#	molecule	IDE inh	GalR3 antag	VIM-2 inhibitor	HCV NS3 hel inh	UBC9 SUMO inh
41	COc1ccc(Cl)cc1NC(=S)NCCc1ccc(S(N)(=O)=O)cc1	9	-3	-0.7	-2	-10
42	COc1cccc(OCc2cc(C(=O)N3CCC(C(O)C(C)C)CC3)no2)c1 (centres undefined)	-2	3	-0.2	14	-7
43	Cc1ccc2[nH]c(O)c(N=Nc3ccccc3C)c2c1	3	6	-1.5	-3	1
44	CC(C)OCCCn1c(-c2ccco2)nc2nc3ccccc3nc21	7	-4	1.1	32	34
45	CC(=O)c1c(N2CCN(c3cccc(Cl)c3)CC2)nc(=S)n(-c2ccccc2)c1C	-4	-5	-1.4	-9	12
46	COc1ccc(N2C(=O)CC(Nc3cccc(C(C)=O)c3)C2=O)cc1OC (centres undefined)	-4	3	-1.3	-9	1
47	Cn1nc(C(=O)NCc2ccccc2)cc1C(=O)NCc1ccccc1	1	0	-0.9	-5	11
48	CCCCN1CC(=O)N2[C@H]3c4cc(C)ccc4OC[C@@H]3[C@H](C(=O)OCC)[C@]2(C)C1=O	1	-3	.	.	.
49	COc1ccc(Cl)cc1NC(=O)C(C)N1CCN(C/C=C/c2ccccc2)CC1 (centres undefined)	6	-2	-0.1	-35	-29
50	Cc1noc2ncnc(Oc3ccccc3)c12	5	-2	-1.6	4	13
51	CCCN(CCC)C(=O)C1CCN(c2ccc(S(=O)(=O)N3CCOCC3)cc2[N+](=O)[O-])CC1	-8	4	-2.0	-3	12

#	p-CIP stab down	CRFR2-BP antag	IMP-1 inhibitor	IDE cell activ
41	-2	-22	-3.0	-4
42	5	-11	0.7	7
43	-11	-15	-2.2	-3
44	-16	-27	-1.3	-9
45	0	0	-3.3	2
46	-4	-9	-1.4	5
47	-23	-5	-4.4	2
48	.	-7	.	7
49	-3	-5	3.4	8
50	-8	-9	-1.7	-2
51	-1	12	-0.8	6

Five compounds out of the list, ordered by length of the SMILES, descending.
#	molecule	IDE inh	GalR3 antag	VIM-2 inhibitor	HCV NS3 hel inh	UBC9 SUMO inh
7	C=CCN1C=C2C(=O)C(C)(OC(=O)c3cnc4ccccc4n3)C(=O)C=C2C=C1/C=C/COC (centres undefined)	3	-3	.	.	.
12	Cc1ccc(/C(O)=C2\C(=O)C(=O)N(c3cc(C)on3)C2c2cccc(Cl)c2)cc1 (centres undefined)	4	-2	-0.7	21	16
37	Cc1c(C(=O)OCC(=O)NCC2CCCO2)cccc1[N+](=O)[O-] (centres undefined)	0	0	-2.3	-3	14
32	CC(=O)C1C(c2ccc(Cl)cc2)c2c(n[nH]c2C)CC1(C)O (centres undefined)	10	-6	-2.8	16	-2
36	Cc1nn(C(=O)CCC(=O)NCCc2ccccc2)c2ccccc12	-1	-5	0.1	1	17

#	p-CIP stab down	CRFR2-BP antag	IMP-1 inhibitor	IDE cell activ
7	.	6	.	0
12	-6	8	-2.9	3
37	1	4	-3.3	4
32	-6	3	-2.8	-1
36	-4	1	0.5	0
